# High-throughput results from PubChem.
# PLAP inhibitors HTS: PLAP enzyme inhibitors, biochemical, luminescence, HTS (AID 690) | purified PLAP, luminescent substrate; higher % means a stronger effect | actives 0.08% (n = 96,000) | Alkaline phosphatase, placental type (Homo sapiens) | inhibition, % at 20 µM; hits with a dose series show IC50 in µM; in the data active means a potency from the dose series; inactive means the rest, 99 in 100 with inhibition below about 30%; further: strong numbers were not always called active
# NFkB transloc pot: enhancers of NFkB p65 translocation in HUVEC – imaging, IL-1B stimulus, high-content imaging, primary screen | HUVEC IL-1B NFkB p65 nuclear translocation imaging | activation, % at 2 µM | actives 0.3% (n = 94,000) | AID 819, 2007;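 active means activation above 40%, about the mean plus 3 SD, also judged a hit on visual image review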;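 further: percent activation is computed from the nuclear over cytoplasmic p65 intensity ratio; values of inactives mirror those of a sister screen read the other way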
# Bcl-B TR3 displacers: displacers of TR3 peptide from Bcl-B, primary screen, selectivity assay for Bfl-1 inhibitor project, biochemical, fluorescence polarization | FP displacement of FITC-TR3 peptide from Bcl-B; higher % means a stronger effect | displacement, % at 20 µM; hits with a dose series show IC50 in µM | Bcl-2-like protein 10 (Homo sapiens) | AID 748, 2007 | actives 0.11% (n = 96,000);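 active means displacement above 50% at 20 µM plus a fluorescence interference ratio under 1.5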;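 further: plate controls were wells without compound for no effect and wells lacking Bcl-B protein for full effect; a part of the inactive calls stands beside numbers as strong as those of hits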
# MRP resist rev: reversal of MRP1-mediated doxorubicin resistance, primary screen, H69AR cells, doxorubicin co-treatment; H69AR cells + 2 uM doxorubicin, CellTiter-Glo, 72 h; differential viability (reversal), % at 10 µM; actives 0.04% (n = 85,000);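 active means viability drop by adding the cancer drug above about 55%, with treated viability meeting a 40% cutoff, limit read from the data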;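 further: viability without doxorubicin minus viability with 2 µM doxorubicin for each compound; larger differential means the compound sensitizes cells more to doxorubicin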
# NFkB transloc inh: inhibitors of IL-1B driven NFkB p65 nuclear import, primary screen, imaging, HUVEC, IL-1B stimulus, high-content imaging. actives 0.43% (n = 94,000). inhibition, % at 2 µM. HUVEC IL-1B NFkB p65 nuclear translocation imaging;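 active means inhibition above about 30% together with a positive call from visual inspection of the well image, limit read from the data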;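 further: nuclear over cytoplasmic p65 intensity ratio measured by imaging; 0% = IL-1B stimulated DMSO wells and 100% = unstimulated DMSO wells; values of inactives mirror those of a sister screen read the other way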
# MRP resist rev cytotoxicity: recorded beside MRP resist rev, whose call it bears; viability, %; H69AR cells, CellTiter-Glo, 72 h; measured here: cytotoxicity without doxorubicin
# MRP resist rev with doxorubicin: recorded beside MRP resist rev, whose call it bears; viability, %; measured here: viability with 2 uM doxorubicin; stronger effect = lower value
# NFkB transloc inh cell count 2 µM: further read-out of NFkB transloc inh, marked with its call; cell count; measured here: cells passing quality filter;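 raw number of nuclei counted in each imaged well without normalization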
# NFkB transloc pot cell count 2 µM: further read-out of NFkB transloc pot, marked with its call; cell count; measured here: cells passing quality filter
# Numbers without * were called inactive; nt = no result given.
No.	canonical_smiles	NFkB transloc inh	MRP resist rev with doxorubicin	NFkB transloc pot cell count 2 µM	NFkB transloc pot	NFkB transloc inh cell count 2 µM	MRP resist rev cytotoxicity	Bcl-B TR3 displacers	PLAP inhibitors HTS	MRP resist rev
1	COCCOc1cc(NC(=O)c2sccc2Oc2ccc([N+](=O)[O-])cc2F)c(Cl)cc1Cl	-8	nt	139	8	139	nt	-4%	-43%	nt
2	Cc1ccc(S(=O)(=O)N2CCN(C(=O)CN3CCOCC3)C2c2ccccc2)cc1 (stereo not drawn)	-2	17	141	2	141	7	9%	-46%	-10
3	COc1ccc(-c2cc(=O)oc3c(C)c(OCc4nn[nH]n4)ccc23)cc1	-16	96	152	16	152	100	3%	-70%	4
4	O=C(Nc1ccc(N2CCCC2)cc1)C(c1ccccc1)c1ccccc1	-8	88	177	8	177	84	19µM*	-32%	-3
5	COc1ccc(OC)c(S(=O)(=O)N2CCC(C(=O)Nc3cccc(C(F)(F)F)c3)CC2)c1	9	65	127	-9	127	43	-2%	-31%	-22
6	O=C(NCCCn1ccnc1)c1ccc(Cl)c(S(=O)(=O)N2CCOCC2)c1	-28	97	114	28	114	100	0%	13%	3
7	O=C(O)CC1SC(=Nc2ccccc2)N(c2ccccc2)C1=O (stereo not drawn)	nt	107	nt	nt	nt	102	4%	-17%	-5
8	CCSc1nnc(-c2ccccc2N)c(=O)[nH]1	-24	88	156	23	156	92	-4%	17%	4
9	Cc1cc(F)ccc1S(=O)(=O)Nc1c(C)n(C)n(-c2ccccc2)c1=O	-3	83	95	3	95	97	17%	-13%	14
10	O=C(c1cccc(S(=O)(=O)N2CCCC2)c1)N1CCN(c2ccccc2)CC1	0	112	133	0	133	112	-4%	8%	0
11	CCOC(=O)Nc1ccc2c(c1)N(C(=O)OCCN(C)C)c1ccccc1CC2	-4	68	59	4	59	86	-1%	-59%	18
12	CCOc1ccc(N(CC(=O)OC)S(=O)(=O)c2ccc3c(c2)n(C)c(=O)c(=O)n3C)cc1	6	nt	190	-6	190	nt	42%	-42%	nt
13	O=C(Nc1ccc(Cl)c(-c2nc3ccccc3[nH]2)c1)c1cccnc1	-13	nt	144	13	144	nt	-6%	-63%	nt
14	O=C(Cn1c(=O)n(-c2ccccc2)c(=O)n1CC(=O)N1CCCCC1)N1CCCCC1	-6	110	93	6	93	96	-3%	-15%	-15
15	COc1cccc(-c2nnn(CCc3nn[nH]n3)n2)c1	-28	102	132	28	132	99	nt	nt	-3
16	COc1ccccc1NC(=O)CSc1nc(C)c2c(c1C#N)CCCC2	5	43	162	-5	162	56	-4%	-9%	13
17	COC(=O)c1[nH]c2ccccc2c1NS(=O)(=O)c1ccc(F)c(C)c1	3	71	111	-3	111	78	-6%	16%	7
18	CNS(=O)(=O)c1cccc(C(=O)OCC(=O)Nc2ccccc2OC(F)F)c1	1	91	150	-1	150	91	9%	-4%	0
19	CC(=O)c1cccc(S(=O)(=O)N2CCCC(c3nc(-c4ccc(C)o4)no3)C2)c1 (stereo not drawn)	-3	92	178	3	178	102	-9%	-56%	10
20	COc1ccc2[nH]cc(S(=O)(=O)c3ccc(F)cc3)c(=O)c2c1	-3	86	165	3	165	98	-3%	10%	12
21	O=C(ONC1=NCCCCC1)c1ccc(Cl)cc1	7	nt	203	-7	203	nt	8%	36%	nt
22	O=C(Cc1cccs1)Nc1nnc(-c2ccncc2)s1	nt	92	nt	nt	nt	92	14%	10%	0
23	Cc1[nH]c2ccc(S(N)(=O)=O)cc2c1C	nt	85	nt	nt	nt	91	-14%	-9%	6
24	CC1CCc2cccc3c2N1c1cc(C#N)c(C#N)cc1O3 (stereo not drawn)	nt	85	nt	nt	nt	76	-4%	20%	-9
25	O=c1oc2ccccc2cc1-c1nc2c(s1)CCCC2	0	nt	92	0	92	nt	-26%	-14%	nt
26	Cc1cccc(-n2c(-c3csc(C)c3)n[nH]c2=S)c1	-8	nt	196	8	196	nt	2%	-5%	nt
27	CNS(=O)(=O)c1cnccc1N1CCN(c2cccc(Cl)c2)CC1	13	nt	137	-13	137	nt	1%	-9%	nt
28	CCC(c1nnnn1CC1CCCO1)N(CCN1CCOCC1)Cc1cc2cc(C)ccc2[nH]c1=O (stereo not drawn)	0	88	219	-1	219	89	-4%	-51%	1
29	N#Cc1cc2c(nc1SCC(=O)NCc1ccc3c(c1)OCO3)CCCCC2	4	88	138	-4	138	85	2%	49%	-3
30	CCOc1cc(C=O)c(Br)cc1OC1CCCC1	-4	82	153	4	153	41	-6%	-17%	-42
31	CCN(CC)C1CCCCC1NS(=O)(=O)c1ccc(Cl)cc1 (stereo not drawn)	-4	87	74	4	74	95	-5%	-25%	8
32	O=C(OCCN1C(=O)c2ccccc2C1=O)c1ccc(S(=O)(=O)N2CCCCCC2)cc1	12	78	178	-12	178	89	4%	21%	11
33	COc1ccc(S(=O)(=O)Nc2ccc(F)cc2)cc1N(C)S(=O)(=O)c1ccc(Cl)cc1	1	nt	44	-1	44	nt	-11%	-25%	nt
34	Cc1cc(C)n(-c2nc(N(C)C)nc(N3CCOCC3)n2)n1	-18	88	153	18	153	92	-12%	17%	4
35	C/C(=N\Nc1ccc(Cl)cc1)c1ccccn1	-7	nt	193	7	193	nt	0%	2%	nt
36	Cn1c(N2CCN(c3ccccn3)CC2)nc2c1c(=O)n(Cc1ccc(Cl)cc1)c(=O)n2C	nt	39	nt	nt	nt	84	-17%	-45%	45
37	Fc1ccc(/C=C2\CCCC3=C2Nc2ncnn2C3c2ccc(F)cc2)cc1 (stereo not drawn)	29	29	136	-29	136	22	16%	-8%	-6
38	Cc1cccc2cc(C#N)c(N3CCN(C)CC3)nc12	-15	79	100	15	100	81	2%	-12%	2
39	Cc1csc(NC(=O)C2CCN(C(=O)CSc3nnc(C)n3Cc3ccccc3)CC2)n1	-19	87	123	19	123	96	-2%	-81%	9
40	O=C(NCc1ccc(F)cc1)c1cc(-c2cccs2)on1	9	90	137	-9	137	80	-11%	2%	-9
41	CCCN1C(=O)C(Cc2nc3ccccc3c(=O)n2C)c2ccccc21 (stereo not drawn)	-8	48	180	8	180	33	-5%	-49%	-15
42	O=S1(=O)C=C(N2CCOCC2)c2ccccc21	0	nt	121	0	121	nt	-18%	-16%	nt
43	COC(=O)CSc1ncnc2c1sc1nc(N3CCOCC3)c3c(c12)CCCC3	-3	78	163	3	163	83	2%	-10%	4
44	COc1cc(CN2CCN(c3cccc(C)c3C)CC2)cc(Br)c1O	nt	66	nt	nt	nt	79	-20%	-32%	13
45	Cc1ncsc1C(=O)Nc1nc2c(s1)CC(C)CC2 (stereo not drawn)	-12	72	93	12	93	65	2%	-10%	-7
46	Cc1ccccc1C(=O)NCc1nnc(SCC(=O)N2c3ccccc3Sc3ccccc32)n1C	-2	95	136	2	136	101	-10%	-67%	6
47	Cc1sc(-c2ccccn2)nc1OC(=O)c1ccc(Cl)cc1	-3	nt	117	3	117	nt	3%	8%	nt
48	Cc1cc(C)nc(Nc2ccc(C(=O)O)cc2)n1	-2	nt	189	2	189	nt	2%	13%	nt
49	CC(C)Cn1c(SCC(=O)NC(=O)NC2CCCC2)nc2ccccc21	-22	82	200	22	200	58	-5%	-67%	-23
50	Cc1cccc(NC(=O)c2cccs2)n1	-28	89	119	28	119	105	-2%	10%	16
51	CCc1nc(Nc2ccc(OC)c(OC)c2)c2nnn(Cc3ccccc3Cl)c2n1	-36	72	147	36	147	56	nt	nt	-16
52	Cc1nc2cc(N3CCN(C)CC3)c(NC(=O)Cc3ccccc3)cc2c(=O)n1Cc1ccccc1	-19	nt	129	19	129	nt	0%	-85%	nt
53	CCOC(=O)N1CCN(CC(O)COCCC23CC4CC(CC(C4)C2)C3)CC1 (stereo not drawn)	-2	74	175	2	175	78	5%	-57%	3
54	COc1ccc(OC)c2c1sc(=NC(=O)C(C)(C)C)n2C	11	58	156	-11	156	62	7%	12%	3
55	COC(=O)c1sc(NC(C)=O)c(C(=O)OC)c1C	nt	97	nt	nt	nt	92	-2%	12%	-5
56	COC(=O)c1ccc(NC(=O)CNC(=O)C2CCCCC2)cc1	-5	93	194	5	194	92	6%	14%	-1
57	COc1ccc(OC)c(NC(=O)CSc2nnc(CNC(=O)COc3ccc(Cl)cc3)o2)c1	-2	96	138	2	138	109	3%	-11%	13
58	CCc1ccc(N(CC(=O)NC2CCCCC2)S(=O)(=O)c2c(C)noc2C)cc1	nt	101	nt	nt	nt	78	-3%	8%	-24
59	CS(=O)(=O)N(CC(=O)N1CCOCC1)c1ccc2c3c(cccc13)CC2	-15	86	140	15	140	82	2%	-51%	-4
60	CC1CCc2nc(N)c(C#N)c(-c3cccnc3)c2C1 (stereo not drawn)	-10	76	44	10	44	50	nt	nt	-26

# Values by screen from the list.
# NFkB transloc pot cell count 2 µM, entries 49 to 59 → 200, 119, 147, 129, 175, 156, nt, 194, 138, nt, 140

# The list goes on:
No.	canonical_smiles	NFkB transloc inh	MRP resist rev with doxorubicin	NFkB transloc pot cell count 2 µM	NFkB transloc pot	NFkB transloc inh cell count 2 µM	MRP resist rev cytotoxicity	Bcl-B TR3 displacers	PLAP inhibitors HTS	MRP resist rev
61	CCCNS(=O)(=O)c1ccc(OCC(=O)NCc2ccco2)cc1	-32	91	148	32	148	93	0%	9%	1
62	O=C(NCCCCNC(=O)c1cccnc1)c1cccnc1	-5	93	169	5	169	95	3%	2%	2
63	Cc1ccc(S(=O)(=O)/N=C(/Nc2nc(C)cc(C)n2)N2CCOCC2)cc1	-17	87	95	17	95	98	9%	-18%	11
64	COc1ccc(N2CC(C(=O)NCCc3ccc(OC)c(OC)c3)CC2=O)cc1 (stereo not drawn)	-16	96	187	16	187	100	-7%	12%	4
65	O=C(CSc1nc(-c2ccccc2)cc(=O)[nH]1)NCc1ccc2c(c1)OCO2	2	96	163	-2	163	104	8%	10%	8
66	CCCc1nc(NCc2ccco2)c(C#N)c2c1COC(C)(C)C2	nt	59	nt	nt	nt	80	-2%	14%	21
67	Cc1cccc(NC(=O)CSc2nc3c(c(=O)[nH]2)CCCC3)c1C	-15	87	145	15	145	96	-3%	-9%	9
68	O=c1oc2ccccc2cc1-c1csc(NN=C2CCCCC2)n1	0	nt	98	0	98	nt	0%	-11%	nt
69	CCCN1C=CC(=C/C=C(\C#N)C(=O)OCC)C=C1	10	76	157	-10	157	79	-493%	38%	3
70	O=S(=O)(c1ccc(F)cc1)n1ccc(-c2cccc(OCc3ccc(Cl)cc3Cl)c2)n1	2	nt	121	-2	121	nt	-1%	36%	nt
71	CCn1c(SCc2ccc(C(=O)OC)o2)nc2sc3c(c2c1=O)CCCC3	-35	77	206	35	206	84	-11%	-40%	6
72	CC1Cn2c(nc3sc4c(c3c2=O)CCC4)N1CCO (stereo not drawn)	nt	71	nt	nt	nt	86	10%	-46%	15
73	COc1ccccc1NC(=O)CSC1CC(=O)N(c2ccc3c(c2)OCO3)C1=O (stereo not drawn)	-23	84	110	23	110	90	-11%	-14%	6
74	Cc1ccc(S(=O)(=O)c2c(C)cc(C)nc2Oc2cccc(C)c2C)cc1	-3	nt	130	3	130	nt	6%	-1%	nt
75	O=C1c2ccccc2NC(c2ccccc2)N1/N=C/c1ccccc1 (stereo not drawn)	-5	nt	133	5	133	nt	-12%	-1%	nt
76	COc1ccc(-c2cc(-c3cccs3)c(C#N)c(SCC(=O)NCc3ccccc3)n2)cc1	11	58	102	-11	102	35	-9%	11%	-23
77	COc1cc(OC)c(S(=O)(=O)NCc2ccco2)cc1S(=O)(=O)NCc1ccco1	1	109	115	-1	115	92	3%	4%	-17

# Limited to PLAP inhibitors HTS, for some of the entries so far:
entry	compound	PLAP inhibitors HTS
68	O=c1oc2ccccc2cc1-c1csc(NN=C2CCCCC2)n1	-11%
69	CCCN1C=CC(=C/C=C(\C#N)C(=O)OCC)C=C1	38%

# This is a subset; rates above refer to the full screens.
